Source: PubChem BioAssay (National Center for Advancing Translational Sciences (NCATS))
Nrf2 inh: Nrf2 qHTS screen for inhibitors | 360,000 compounds, 2.1% hits | Potency, µM (doses to about 46 µM), inactives show at the highest dose activity change, negative = inhibition, actives largely listed as inhibitors | A549 ARE-Fluc reporter, luciferase luminescence, 18-24 h; note: potency is the fitted concentration of half-maximal effect; % is set by controls: 0 for no effect and ±100 for the full control effect; nearly all actives have a fitted effect of over 60% in size
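Two sequential reads on A549 ARE_Fluc cells exposed to compound for 18-24 h: a CellTiter-Fluor fluorescence read for viability, then a luciferase luminescence read for Nrf2/ARE activity.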
A549 viability: Nrf2 qHTS screen for inhibitors: counterscreen for cytotoxicity; A549 ARE-Fluc cells, CellTiter-Fluor viability, 18-24 h; Potency, µM (top dose mostly 46 µM), without a hit: top-dose activity change, negative = cytotoxicity, actives largely listed as inhibitors; 390,000 compounds, 0.16% hits; AID 504648, 2011; note: potency is the fitted concentration of half-maximal effect; % is set by controls: 0 for no effect and ±100 for the full control effect
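A549 ARE_Fluc cells in 5% FBS OPTI-MEM were exposed to compounds in concentration-response for 18-24 h at 37 deg C. Viability was read by CellTiter-Fluor fluorescence (Ex 405/Em 525) after 30 min, before the luciferase read.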
TGFb SMAD3 inh: qHTS for Inhibitors of TGF-b. HepG2 CAGA-GFP TGF-b/SMAD3 reporter, GFP fluorescence, 18 h; TGF-beta stimulated, 500 pg/mL final. Potency, µM (doses to about 46.1 µM), inactives show top-dose activity, negative = inhibition, most hits filed as inhibitors. 410,000 compounds, 1.2% hits; note: potency is the fitted concentration of half-maximal effect; % is set by controls: 0 for no effect and ±100 for the full control effect; nearly all actives have a fitted effect of over 65% in size
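Smad-responsive CAGA-GFP expression was quantified in HEPG2 cells exposed to compounds and 500 pg/mL final TGF-beta for 18 h at 37 degrees C; unstimulated wells defined full inhibition.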
Mm-Cpn inhibitor: Inhibitors of TCP-1 ring complex (TRiC) of Methanococcus maripaludis (MmCpn): qHTS. Chaperonin Mm-Cpn (Methanococcus maripaludis). purified Mm-Cpn ATPase, ADP Transcreener TR-FRET. Potency, µM (top dose mostly 76.9 µM), for the others: at the highest dose activity, negative = inhibition, most hits filed as inhibitors. 330,000 compounds, 0.031% hits; note: potency is the fitted concentration of half-maximal effect; % is set by controls: 0 for no effect and ±100 for the full control effect; nearly all actives have a fitted effect of over 80% in size
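Purified archaeal Mm-CPN (25nM final) preincubated 10 min at 37degC with compound, then 10uM ATP for 30 min at 37degC; ADP measured by HTRF Transcreener TR-FRET; buffer 30 mM TRIS pH 7.4, 100mM KCl, 5mM MgCl2, 1mM DTT.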
Akt phos inh: HTS Assay for Inhibitors of Akt Phophorylation: Primary Screen; Neuro2A IGF-stimulated pAkt S473 HTRF, 20 min; hits give low values; activity change, % for hits at 50 µM; 360,000 compounds, 0.32% hits; in the data active = activity change below about -80%; inconclusive = mostly about -51% to -80%; note: % is set by controls: 0 for no effect and ±100 for the full control effect
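Single-point screen (50 µM final compound) in Neuro2A cells stimulated 20 min with 6 nM IGF at 37 deg C. After lysis, Ser473-phosphorylated Akt read by HTRF (ex 330 nm, em 615/665 nm) as the 665/615 ratio.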
HepG2 viability: qHTS for Inhibitors of TGF-b: Cytotox Counterscreen; HepG2 CAGA-GFP viability, ATP luminescence, 18 h; Potency, µM (highest dose often 46.1 µM), for the others: at the top dose activity change, negative = cytotoxicity, most hits filed as cytotoxic; 410,000 compounds, 0.76% hits; AID 588856, 2011; note: potency is the fitted concentration of half-maximal effect; some results filed as inactive show a strong effect at the top dose
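HepG2 CAGA-GFP cells (1000/well, DMEM with 1% FBS) received compound, then TGF-beta at 500 pg/mL final, and were incubated 18 hours at 37 degrees C. Viability was read by CellTiter-Glo luminescence. Media-only wells were set as complete cell-killing and DMSO as no toxicity.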
Nrf2 ARE act: qHTS of Nrf2 Activators; AREc32 ARE-luciferase reporter (MCF7-derived line), luminescence, 24 h; Potency, µM (top dose mostly 46.1 µM), inactives show at the top dose activation, actives largely listed as activators; 410,000 compounds, 0.31% hits; AID 624171, 2012; note: potency is the fitted concentration of half-maximal effect; % of control where 0% means no effect; nearly all actives have a fitted effect of over 65% in size
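Luminescent ARE reporter assay in AREc32_Fluc cells: overnight plating at 37 deg C, 24 hr compound incubation, Steady-Glo added, 30 min RT before reading.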
Abeta rescue: qHTS for compounds that reverse cellular toxicity of Amyloid beta (A-beta) peptide in yeast: Primary Screen. Potency, µM (series often up to 46.1 µM), for inactives: at the top dose growth rescue, hits mostly activators. yeast expressing A-beta42, growth rescue, OD600, 48 h; response scale: 0% DMSO, 100% iron-clioquinol control. 410,000 compounds, 0.063% hits; note: potency is the fitted concentration of half-maximal effect; nearly all actives have a fitted effect of over 55% in size
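Yeast growth medium received pinned compounds, then yeast cells expressing toxic A-beta were added; plates incubated at 30 C for 48 hr. Growth read as absorbance at 600 nm, normalized to DMSO and equimolar FeCl3 plus clioquinol controls.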
CCT modulator: High-Throughput Screening for Modulators of Cytosolic Chaperonin Activity; purified chaperonin ATPase assay, HTRF ADP detection, 30 min; activity change, % (test concentration not listed), hits read low; 360,000 compounds, 0.3% hits; in the data active = activity change below about -30%; note: % is set by controls: 0 for no effect and ±100 for the full control effect
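Nucleotide hydrolysis assay: TRiC at 20–40 nM final (set by batch activity) with 10 uM ATP, 30 min at 37 °C, in presence of 76 uM compound. Detection by competitive ADP HTRF, 30 min ambient.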
* = called active by the depositor; i = inactive; ? = inconclusive; · = not tested or not shown; [ ] = another dose, or the depositor's remark. Unless noted, calls come from the whole dose curve; as a rule, active = well fitted curve in the direction sought with a large enough effect; inconclusive = small, poorly fitted or top-dose-only effect, or another doubt; inactive = no such curve, though single readings can be large; an effect the other way counts as inactive or inconclusive.

SMILES | Nrf2 inh | A549 viability | TGFb SMAD3 inh | Mm-Cpn inhibitor | Akt phos inh | HepG2 viability | Nrf2 ARE act | Abeta rescue | CCT modulator
COc1cccc(OCC(=O)NC2CC(=O)N(c3ccc4c(c3)OCCO4)C2)c1 (stereo unspecified) | · | 1% | -7% | · | · | -13% | -0.2% | 1% | ·
CC(=O)NCC1CCCN(Cc2cn(-c3ccccc3)nc2-c2ccc3c(c2)OCO3)C1 (stereo unspecified) | 1% | -4% | 22% | -1% | i | -31% | 0.0% | 4% | 1.7
Cc1c(-c2csc(N)n2)cnn1C | 2% | 0% | -10% | -3% | i | 0% | 1.9% | -1% | -1.6
COc1ccc(NC(=O)C2CCN(S(=O)(=O)c3c(C)noc3/C=C/c3cccs3)CC2)cc1 | -8% | -1% | ? | · | · | -22% | 3.5% | 18% | ·
O=C1CCCc2[nH]c3cccc(/C(=C/c4ccccc4)c4ccccc4)c3c21 | -10% | -3% | -30% | -2% | i | 18% | -0.8% | 6% | -0.9
O=C(CSc1nnc(COc2ccc(Cl)cc2)o1)N1CCOCC1 | ? | 15% | 27% | ? | i | 6% | 0.8% | -8% | 1.4
O=C(NO)c1ccc(OC(F)F)cc1 | ? | 17% | 9% | 0% | i | -32% | ? | -3% | 1.3
COc1cc(OC)c(C2N(c3cc(C)on3)C(=O)C3CCCN32)cc1OC (stereo unspecified) | 18% | -2% | -6% | 1% | i | 0% | -0.1% | -1% | -1.5
C=CC[C@@H](CC(=O)N[C@H](CO)Cc1ccccc1)C(=O)NC[C@H](OC(=O)[C@@H](CC=C)Cc1ccc(F)cc1)c1ccccc1 | -12% | ? | ? | 0% | i | 6% | 4.3% | -11% | -0.8
CCCc1ccc(C(=O)CN2C(=O)C(=O)N(C3CCCC3)C2=O)cc1 | 4% | 2% | 5% | -2% | i | -13% | -0.3% | -2% | 0.1
Cc1ccc2occ(/C=N/NC(=O)c3ccncc3)c(=O)c2c1 | 4% | -1% | 1% | -1% | i | 23% | 0.3% | -20% | 0.2
CCOc1ccc(N2C(=O)CC(NCCc3c[nH]c4ccccc34)C2=O)cc1 (stereo unspecified) | 1% | ? | -10% | 0% | i | -4% | -1.6% | -37% | 0.9
CC(=O)Nc1c(-c2ccccc2Cl)c(=O)c2ccccc2n1C | 4% | -1% | -2% | 4% | i | -2% | -0.3% | -22% | -0.8
CCCCNC(=O)c1cc2c(-c3ccc(Cl)cc3)nn(C)c2s1 | ? | -2% | 9% | 0% | i | -23% | 10% | 17% | 0.1
CCC(c1nnnn1-c1ccc2c(c1)OCCO2)N1CCN(c2cccc(C)c2C)CC1 (stereo unspecified) | · | · | · | · | i | · | 3.8% | 7% | -0.5
Cc1ccc(CNC(=O)N2CCN(C)CC2)cc1 | -2% | 2% | 7% | 0% | i | -41% | -0.5% | -9% | -1.2
NC(=O)c1ccsc1NC(=O)COC(=O)Cc1ccccc1Cl | ? | 1% | -17% | 0% | i | -9% | -0.4% | 7% | 0.5
Cc1ccc(NC(=O)c2ccc(-n3cncn3)c([N+](=O)[O-])c2)cc1 | -6% | -7% | 0% | -3% | · | 2% | -0.2% | 2% | -19
COc1ccc(NC(=O)CSc2nc(N)cc(=O)[nH]2)cc1S(=O)(=O)N1CCCCC1 | 0% | 3% | 7% | -2% | i | -15% | -0.1% | 3% | -2.4
S=c1[nH]nc(-c2cc(-c3ccccc3)n[nH]2)n1/N=C/C(Br)=C/c1ccccc1 | 23µM* | ? | 11µM* | -5% | i | -27% | ? | 10% | -1.3
Cc1ccc(C(=O)C(C)OC(=O)CNC(=O)c2ccc(Br)o2)cc1 (stereo unspecified) | 1% | 0% | -20% | -2% | i | -11% | 0.2% | 11% | -0.6
CCOC(=O)CN1C(C(=O)c2ccccc2)=C(OC(=O)c2ccccc2)c2ccccc2S1(=O)=O | ? | -16% | ? | · | · | -42% | 4.9% | -7% | ·
Cc1ccc(S(=O)(=O)N/N=C/c2cccs2)cc1 | -15% | 1% | -1% | -2% | i | 11% | -1.1% | ? | 0.1
Cc1onc(-c2ccccc2)c1C(=O)N1CCN(Cc2ccccc2)CC1 | -25% | 0% | 14% | -22% | i | 10% | 0.0% | 1% | -3.7
CCCCC(=O)NNC(=O)CC(=O)Nc1ccccc1C(=O)O | -5% | 0% | -4% | -1% | i | -24% | 0.4% | -5% | 2.2

An excerpt from above, limited to TGFb SMAD3 inh:
| smiles | TGFb SMAD3 inh |
| --- | --- |
| S=c1[nH]nc(-c2cc(-c3ccccc3)n[nH]2)n1/N=C/C(Br)=C/c1ccccc1 | 11µM* |
| Cc1ccc(C(=O)C(C)OC(=O)CNC(=O)c2ccc(Br)o2)cc1 (stereo unspecified) | -20% |

(next part)
SMILES | Nrf2 inh | A549 viability | TGFb SMAD3 inh | Mm-Cpn inhibitor | Akt phos inh | HepG2 viability | Nrf2 ARE act | Abeta rescue | CCT modulator
Cc1ccc(OCC(=O)OC2CCS(=O)(=O)C2)cc1 (stereo unspecified) | 3% | 20% | 8% | -2% | i | -11% | -0.5% | 7% | -1.6
CCN(CC)S(=O)(=O)c1ccc2c(c1)c(C(=O)O)cn2C | · | 3% | -1% | -1% | i | -34% | -0.3% | 6% | -3.0
O=C(CCl)c1ccc2c(c1)CCN2C(=O)C1CCCCC1 | ? | 0% | ? | 0% | i | -25% | 13% | -71%[inhibitor] | 2.0
COc1ccc(-c2cc(C(F)(F)F)c3c(N)c(C(=O)NCCSC)sc3n2)cc1 | ? | 16% | 18% | -1% | i | -15% | 11%[9.22 µM] | 6% | 0.5
O=C(Nc1ccccc1)C1=C[C@@H](c2ccc(C(F)(F)F)cc2)C[C@@H](OCCCCO)O1 | 25% | -8% | ? | · | i | -18% | 3.0% | -2% | -2.1
O=C(Nc1ccc(F)cc1)Nc1ccc(NC(=O)c2ccccc2O)cc1 | -7% | -2% | 12% | -1% | i | 16% | 2.6% | -12% | -0.7
C=CCCCCCCCCc1nc(SCC(=O)O)n[nH]1 | 4% | 1% | -10% | 5% | i | -6% | -0.4% | 0% | -3.8
COc1cccc(C2C(C(=O)c3sc(C)nc3C)=C(O)C(=O)N2CCN2CCOCC2)c1 (stereo unspecified) | · | -9% | -28% | -1% | i | 3% | 3.0% | 15% | 0.6
Cn1c(CS/C(N)=N/N=C/c2ccccc2)c(Br)c(=O)n1-c1ccccc1 | 19% | 2% | 5% | -2% | i | -19% | 4.6% | -10% | -1.2
CCCCOc1ccccc1C1CC(=O)NC2=C1C(=O)CCC2 (stereo unspecified) | ? | ? | ? | -1% | i | -65% | 0.3% | 10% | 0.2
CCOC1(C(F)(F)F)NC(=O)N(Cc2ccc(OC)cc2)C1=O (stereo unspecified) | 9% | -5% | -19% | -1% | i | -7% | 0.3% | 1% | -3.3
CN1CCN(NC(=O)c2cn(-c3ccccc3)nc2-c2cccc(Br)c2)CC1 | 8% | ? | ? | 0% | i | -101% | 14% | ? | -0.9
COc1ccc2cc3cc(C(=O)N4CCN(Cc5ccc6c(c5)OCO6)CC4)oc3nc2c1 | ? | -9% | 6% | -4% | i | -24% | 0.3% | -2% | -1.1
Cc1ccc2c(Cl)c(C)c(N3CCOCC3)nc2n1 | ? | 8% | -10% | · | i | -9% | 0.4% | -10% | -1.3
Cc1ccc(N(Cc2ccccc2)C(=O)c2cccc(S(=O)(=O)N3CC(C)OC(C)C3)c2)cc1 (stereo unspecified) | -19% | 4% | ? | -1% | i | -7% | 3.8% | -4% | -1.1
CC(=O)N[C@@H](Cc1c[nH]c2ccccc12)C(=O)NC1CC1 | -2% | 0% | -1% | 4% | i | 8% | 0.2% | -4% | -3.1
COc1ccc(C(O)Cc2nc3ccccc3n2C)cc1OC (stereo unspecified) | -15% | -7% | 13% | 0% | i | -1% | 0.4% | -5% | -2.2
Cc1ccc2nc(-c3ccsc3)c(Nc3ccc(Cl)cc3)n2c1 | 0% | 4% | -25% | · | · | -16% | 3.2% | -9% | ·

7 entries already listed, sorted by length of the SMILES, smallest number first.
SMILES | Nrf2 inh | A549 viability | TGFb SMAD3 inh | Mm-Cpn inhibitor | Akt phos inh | HepG2 viability | Nrf2 ARE act | Abeta rescue | CCT modulator
C=CCCCCCCCCc1nc(SCC(=O)O)n[nH]1 | 4% | 1% | -10% | 5% | i | -6% | -0.4% | 0% | -3.8
O=C(CCl)c1ccc2c(c1)CCN2C(=O)C1CCCCC1 | ? | 0% | ? | 0% | i | -25% | 13% | -71%[inhibitor] | 2.0
Cc1ccc2nc(-c3ccsc3)c(Nc3ccc(Cl)cc3)n2c1 | 0% | 4% | -25% | · | · | -16% | 3.2% | -9% | ·
CCN(CC)S(=O)(=O)c1ccc2c(c1)c(C(=O)O)cn2C | · | 3% | -1% | -1% | i | -34% | -0.3% | 6% | -3.0
CN1CCN(NC(=O)c2cn(-c3ccccc3)nc2-c2cccc(Br)c2)CC1 | 8% | ? | ? | 0% | i | -101% | 14% | ? | -0.9
COc1ccc2cc3cc(C(=O)N4CCN(Cc5ccc6c(c5)OCO6)CC4)oc3nc2c1 | ? | -9% | 6% | -4% | i | -24% | 0.3% | -2% | -1.1
Cc1ccc(N(Cc2ccccc2)C(=O)c2cccc(S(=O)(=O)N3CC(C)OC(C)C3)c2)cc1 (stereo unspecified) | -19% | 4% | ? | -1% | i | -7% | 3.8% | -4% | -1.1

Outcome played no part in choosing rows; any-hit rate near 4.3%.
